# Compound activity (PubChem)
# pAkt inh: blocks phosphorylation of Akt. activity change, % for hits at 50 µM. Neuro2A IGF-stimulated pAkt S473 HTRF, 20 min; hits give low values. hit rate 0.32% among 360,000; in the data active = activity change below about -80%; inconclusive = mostly about -51% to -80%; note: % is set by controls: 0 for no effect and ±100 for the full control effect
#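 Single-point screen (50 µM final compound) in Neuro2A cells stimulated 20 min with 6 nM IGF at 37 deg C. After lysis, Ser473-phosphorylated Akt read by HTRF (ex 330 nm, em 615/665 nm) as the 665/615 ratio.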
# Mm-Cpn inhibitor: inhibitors of Methanococcus maripaludis chaperonin (MmCpn) | purified Mm-Cpn ATPase, ADP Transcreener TR-FRET | hit rate 0.031% among 330,000 | Potency, µM (series often up to 76.9 µM), inactives show at the top dose activity, negative = inhibition, usual class: inhibitors; note: potency is the fitted concentration of half-maximal effect; % is set by controls: 0 for no effect and ±100 for the full control effect; nearly all actives have a fitted effect of over 80% in size
#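 ATPase turnover read by TR-FRET ADP competition (Eu cryptate antibody/ADP-d2, 665/590 nm): 10uM ATP final, 25nM Mm-CPN final, 30 min 37degC after 10-min compound preincubation, pH 7.4 Tris/KCl/MgCl2/DTT buffer.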
# TGFb inhibitor: inhibitors of TGF-b signaling. HepG2 CAGA-GFP TGF-b/SMAD3 reporter, GFP fluorescence, 18 h; TGF-beta stimulated, 500 pg/mL final. Potency, µM (top dose mostly 46.1 µM), without a hit: top-dose activity, negative = inhibition, most hits filed as inhibitors. hit rate 1.2% among 410,000. AID 588855; note: potency is the fitted concentration of half-maximal effect; % is set by controls: 0 for no effect and ±100 for the full control effect; nearly all actives have a fitted effect of over 65% in size
#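 Cell-based qHTS in HEPG2 carrying a CAGA-GFP Smad reporter; compounds added before 500 pg/mL final TGF-beta, 18 h incubation at 37 degrees C, GFP fluorescence quantified per cell by imaging cytometry.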
# Nrf2 inh: Nrf2 pathway inhibition. Potency, µM (titrated, usually from 46 µM), for inactives: at the top dose activity change, negative = inhibition, usual class: inhibitors. A549 ARE-Fluc reporter, luciferase luminescence, 18-24 h. hit rate 2.1% among 360,000; note: potency is the fitted concentration of half-maximal effect; % is set by controls: 0 for no effect and ±100 for the full control effect; nearly all actives have a fitted effect of over 60% in size
#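 In this cell-based qHTS, ARE-driven firefly luciferase in A549 cells reports Nrf2 activity; the luminescent signal after BugLite lysis is the measured value, with a prior CellTiter-Fluor read for cell health.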
# A549 tox: kills or reduces viability of A549 cells in Nrf2 counter-screen. Potency, µM (doses to about 46 µM), without a hit: top-dose activity change, negative = cytotoxicity, actives largely listed as inhibitors. hit rate 0.16% among 390,000. A549 ARE-Fluc cells, CellTiter-Fluor viability, 18-24 h; note: potency is the fitted concentration of half-maximal effect; % is set by controls: 0 for no effect and ±100 for the full control effect
#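 A549 ARE_Fluc cells in 5% FBS OPTI-MEM were exposed to compounds in concentration-response for 18-24 h at 37 deg C. Viability was read by CellTiter-Fluor fluorescence (Ex 405/Em 525) after 30 min, before the luciferase read.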
# ATXN viability: viability counter-screen for ATXN expression inhibitors. S2 cells (HEK-293 line with an ATXN2-luciferase reporter) viability, CellTiter-Fluor protease fluorescence, 24 h. Potency, µM (doses to about 56.7 µM), usual class: cytotoxic. hit rate 0.49% among 400,000. AID 651635; note: potency is the fitted concentration of half-maximal effect; nearly all actives have a fitted effect of over 40% in size
# HepG2 tox: kills HepG2 cells in TGF-b inhibitor counter-screen. HepG2 CAGA-GFP viability, ATP luminescence, 18 h. Potency, µM (top dose mostly 46.1 µM), for the others: at the highest dose activity change, negative = cytotoxicity, most hits filed as cytotoxic. hit rate 0.76% among 410,000. AID 588856; note: potency is the fitted concentration of half-maximal effect; some results filed as inactive show a strong effect at the top dose
#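 HepG2 CAGA-GFP cells (1000/well, DMEM with 1% FBS) received compound, then TGF-beta at 500 pg/mL final, and were incubated 18 hours at 37 degrees C. Viability was read by CellTiter-Glo luminescence. Media-only wells were set as complete cell-killing and DMSO as no toxicity.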
# CCT modulator: modulators of cytosolic chaperonin (CCT/TRiC) activity | purified chaperonin ATPase assay, HTRF ADP detection, 30 min | activity change, % (no concentration beside the values), hits read low | hit rate 0.3% among 360,000 | AID 651819; in the data active = activity change below about -30%; note: % is set by controls: 0 for no effect and ±100 for the full control effect
#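 Nucleotide hydrolysis assay: TRiC at 20–40 nM final (set by batch activity) with 10 uM ATP, 30 min at 37 °C, in presence of 76 uM compound. Detection by competitive ADP HTRF, 30 min ambient.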
# Nrf2 activator: activators of Nrf2 (ARE) signaling; AREc32 ARE-luciferase reporter (MCF7-derived line), luminescence, 24 h; Potency, µM (highest dose often 46.1 µM), for inactives: at the highest dose activation, most hits filed as activators; hit rate 0.31% among 410,000; note: potency is the fitted concentration of half-maximal effect; % of control where 0% means no effect; nearly all actives have a fitted effect of over 65% in size
#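 Steps: seed AREc32_Fluc cells (1000/well, 5% FBS OPTI-MEM); incubate overnight at 37 deg C; add 23 nL compound; incubate 24 hr; add Steady-Glo; hold 30 min RT; read luminescence.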
# The depositor's hits bear a star; i = inactive; ? = inconclusive; . = no result given; [ ] = another dose, or the depositor's remark. Unless noted, calls come from the whole dose curve; as a rule, active = well fitted curve in the direction sought with a large enough effect; inconclusive = small, poorly fitted or top-dose-only effect, or another doubt; inactive = no such curve, though single readings can be large; an effect the other way counts as inactive or inconclusive.
SMILES,pAkt inh,Mm-Cpn inhibitor,TGFb inhibitor,Nrf2 inh,A549 tox,ATXN viability,HepG2 tox,CCT modulator,Nrf2 activator
Cc1noc(C)c1COC(=O)c1cc2c3ccccc3n(C)c2s1,i,?,-20%,19%,14%,i,4%,1.2,1.1%
COc1ccc(-c2noc(CCC(=O)Nc3nc4ccccc4s3)n2)cc1,i,1%,-12%,-2%,-2%,i,1%,-1.8,2.8%
CCSc1ncc(Cl)c(C(=O)Nc2ccccc2Cl)n1,i,0%,-5%,0%,4%,i,-14%,-12,19%
COc1cc(-c2noc(-c3cccs3)n2)cc(OC)c1OC,i,-7%,4%,5%,4%,i,-25%,-0.5,?
Cc1ccc(CNC(=O)C2CCN(S(=O)(=O)N3CCOCC3)CC2)cc1,i,1%,-9%,.,-3%,i,-1%,0.2,0.2%
Nc1nnc(CSCc2ccc(Cl)cc2Cl)s1,i,?,5%,-3%,-2%,i,-4%,1.4,2.4%
CN(C)CCCNc1ncnc2scc(-c3ccccc3)c12,i,-1%,?,0%,6%,i,2%,-2.4,4.7%
CCCc1cc(=O)oc2cc(C)cc(OCC(=O)NC(Cc3ccc(Cl)cc3)C(=O)O)c12 (stereo unspecified),i,0%,20%,-7%,-3%,i,-45%,0.8,0.6%
CCOc1ccccc1NC(=O)N1CCC(N2CCN(Cc3ccccc3)C(=O)C2=O)CC1,.,.,-23%,.,1%,.,-29%,.,4.7%
Cc1cc(C)nc(-n2nc(C)cc2NC(=O)CN2CCC(C)CC2)n1,i,-2%,16µM*,4%,4%,i,-18%,1.5,?
O=C(NNC(=O)c1ccccc1F)c1ccc2nc[nH]c2c1,i,-1%,49%[activator],?,2%,i,-3%,1.9,8.9%
CCOC(=O)c1ccc(N2C(=O)C=C(N3CCOCC3)C2=O)cc1,i,0%,3%,-11%,-1%,i,-9%,-0.1,-0.6%
O=C(/C=C/Nc1ccccc1Br)c1ccccn1,i,.,1%,?,0%,i,-73%,-0.3,?
O=C(COC(=O)c1ccc2[nH]c3c(c2c1)CCCC3)NC1CCS(=O)(=O)C1 (stereo unspecified),i,0%,-7%,-17%,-1%,.,-18%,-7.8,0.5%
Nc1cccc2c1C(=O)N(Cc1nnc(-c3ccccc3Br)o1)C2=O,i,-12%,9%,?,?,.,-1%,1.1,0.5%
CCOCCCNC(=S)N1CCN(C(=O)C(=O)Nc2ccc(C(=O)OC)cc2)CC1,i,1%,-18%,6%,2%,i,-30%,-0.3,-0.2%
COc1ccccc1N1CC(C(=O)Nc2cc(C(F)(F)F)ccc2N2CCCC2)CC1=O (stereo unspecified),i,1%,4%,-2%,-1%,i,0%,1.0,-0.1%
CCn1c(SCc2nc(-c3ccccc3)no2)nc2ccccc21,i,1%,-6%,?,7%,i,-12%,-0.8,-0.5%
COCCN(C(=O)COC(=O)c1ccc2c(c1)OCO2)c1c(N)n(Cc2ccccc2)c(=O)[nH]c1=O,i,.,4%,.,.,i,0%,-1.0,-1.7%
CCCC(=O)Nc1nnc(S(=O)(=O)N(C)Cc2ccc(Cl)cc2)s1,.,.,-18%,12%,-1%,.,0%,.,-0.8%
O=C(c1cn(-c2ccccc2)nc1-c1cccnc1)N1CCCCC1,i,0%,-13%,-8%,-12%,i,-15%,-2.2,-0.7%
COc1ccc(C(=O)NC(=O)Nc2cc(C)ccn2)cc1,i,-1%,4%,7.3µM*,17%,?,-13%,-3.2,-0.7%
Cc1cccc(N2CCN(S(=O)(=O)c3cnc[nH]3)CC2)c1C,i,-2%,-21%,-8%,?,i,-8%,1.2,-1.1%
COc1cc(C(=O)NCc2cc3ccccc3n2C)cc(OC)c1OC,i,2%,-13%,-15%,3%,i,-15%,1.4,0.3%
C#CCOCCOCCOCCNc1nc(N2CCN(C(=O)[C@H](CCC(=O)O)n3cc([C@@H](N)[C@H](C)CC)nn3)CC2)nc(N2CCN(C(=O)[C@H](CCC(=O)O)n3cc([C@@H](N)CC(N)=O)nn3)CC2)n1,i,-1%,15%,9%,1%,i,-6%,0.0,0.1%
CCc1ccc(-c2nc(CN3CCC(C(=O)NCCc4ccc(C)cc4)CC3)c(C)o2)cc1,.,.,?,15%,-3%,i,-20%,.,3.8%
CCOC(=O)Cn1c(=O)c2c(nc3n2CCCCN3c2ccc(OCC)cc2)n(C)c1=O,i,.,1%,-6%,-6%,i,-1%,-2.9,2.4%
CCOC(=O)N1CCN(C(=O)CSc2ccc(-c3ccccc3OC)nn2)CC1,i,0%,15%,-6%,-2%,i,-12%,-2.8,-0.3%
COC(=O)C(C(=O)Nc1cccc(Cl)c1C)C1CCCC1 (stereo unspecified),i,-3%,?,3%,13%,i,-7%,-4.3,-0.7%
COc1ccccc1NC(=O)Cc1nc(CCl)cs1,i,0%,-9%,?,1%,i,0%,-1.2,-0.4%[9.22 µM]
Cc1no[n+]([O-])c1COc1ccccc1/C=C1\NC(=S)NC1=O,i,-1%,?,15%,10%,i,-9%,0.1,?
CCc1nc2ccc(C(=O)N(C)Cc3ccccc3)cn2c1N(C)CCCc1ccccc1,i,.,?,.,.,i,-53%,0.9,1.2%
CCOC(=O)C(NCCc1ccccc1F)(NC(=O)CC)C(F)(F)F (stereo unspecified),i,-4%,-2%,14%,9%,i,4%,-3.7,2.5%
O=C(Nc1cccc(F)c1)NC1(C(=O)NCC2CCCO2)CCCCC1 (stereo unspecified),i,1%,8%,-25%,-24%,i,3%,0.3,0.1%
Cc1ccc(C2=NC3(CCCC3)NC2=S)cc1,i,2%,11%,8%,-1%,i,-1%,-0.1,0.1%
Clc1cccc(/C(Cc2nc3ccccc3[nH]2)=N\Nc2ccccc2)c1,i,1%,?,?,12%,i,-36%,-20,13%
CCN(Cc1ccccc1)C(=S)NC(=O)c1ccccc1Br,i,-3%,0%,-4%,3%,i,-3%,-0.5,4.2%
Cc1cc2c(cc1C)C(c1cccc(OC(C)C)c1)CC(=O)N2 (stereo unspecified),.,.,?,16µM*,-8%,i,-35%,.,1.7%
COc1ccc2[nH]c3c(c2c1)CC(C)NC3=O (stereo unspecified),i,-4%,5%,?,2%,?,1%,-9.5,-1.5%
Cc1ccc(/C=C(\NC(=O)c2ccccc2)C(=O)N2CCCCC2)cc1,i,-1%,-10%,?,?,i,-1%,-0.9,-0.7%
COc1ccccc1OCCn1c(C)c(C=O)c2ccccc21,i,-2%,-25%,-7%,-15%,.,-15%,1.7,0.7%
COc1ccccc1CNC(=O)c1ccccc1OCc1ccc(F)cc1,i,2%,?,-6%,-6%,?,-37%,-2.5,2.2%
CCC(c1nnnn1C(C)(C)C)N1CCN(C(=O)c2ccco2)CC1 (stereo unspecified),i,1%,-5%,-11%,1%,i,0%,0.1,-0.8%
NS(=O)(=O)c1ccc(CNC(=O)C(Cc2ccccc2)NS(=O)(=O)c2ccccc2F)cc1 (stereo unspecified),i,0%,-12%,-2%,-3%,i,-11%,-1.0,-1.1%
COc1ccc(S(=O)(=O)c2c(O)c3ccc(C(=O)Nc4ccc(F)cc4)cc3[nH]c2=O)cc1,i,-3%,1%,2%,4%,i,-10%,-3.1,0.0%

# Four records picked at random from the list so far:
SMILES,pAkt inh,Mm-Cpn inhibitor,TGFb inhibitor,Nrf2 inh,A549 tox,ATXN viability,HepG2 tox,CCT modulator,Nrf2 activator
COc1ccc(C(=O)NC(=O)Nc2cc(C)ccn2)cc1,i,-1%,4%,7.3µM*,17%,?,-13%,-3.2,-0.7%
CCC(c1nnnn1C(C)(C)C)N1CCN(C(=O)c2ccco2)CC1 (stereo unspecified),i,1%,-5%,-11%,1%,i,0%,0.1,-0.8%
O=C(COC(=O)c1ccc2[nH]c3c(c2c1)CCCC3)NC1CCS(=O)(=O)C1 (stereo unspecified),i,0%,-7%,-17%,-1%,.,-18%,-7.8,0.5%
CCCC(=O)Nc1nnc(S(=O)(=O)N(C)Cc2ccc(Cl)cc2)s1,.,.,-18%,12%,-1%,.,0%,.,-0.8%

# Next part:
SMILES,pAkt inh,Mm-Cpn inhibitor,TGFb inhibitor,Nrf2 inh,A549 tox,ATXN viability,HepG2 tox,CCT modulator,Nrf2 activator
O=[N+]([O-])c1cc(/C=N/n2cnnc2)ccc1N1CCCC1,i,2%,16%,-14%,-9%,i,4%,-2.8,0.2%
O=C(NC(=S)NCCc1ccccc1)c1cccc(Cl)c1,i,-10%,-27%,-4%,20%,i,-9%,2.2,?
O=C(NCc1ccccc1)c1ccccc1NC(=O)C1CCCCC1,i,-2%,17%,10%,-1%,i,-17%,1.8,0.2%
Cn1c(=O)c2sccc2n(Cc2ccccc2)c1=O,i,0%,-6%,-24%,7%,i,-17%,0.3,5.3%
CCN(CC)CCOC(=O)c1ccc(NC(=O)c2ccc(Cl)c(S(=O)(=O)N3CCCCCC3)c2)cc1,i,-6%,-30%,?,1%,i,-20%,-3.0,2.4%
CC(=O)c1cccc(NC(=S)NC(=O)c2cncc(Br)c2)c1,i,-2%,6%,?,26%,i,-4%,0.7,4.3%
CCOC(=O)N1CCN(C(=O)C2CCC(=O)N(CCc3ccccc3)C2)CC1 (stereo unspecified),i,.,12%,19%,-9%,i,5%,1.9,0.1%
Cc1cc(-c2cc(C(=O)NCc3ccccc3)on2)nc(NCC2CC2)n1,i,2%,-10%,9%,6%,i,-12%,0.4,3.4%
Cc1ccc(-n2c3nc(=O)[nH]c(=O)c-3cc3cc([N+](=O)[O-])ccc32)cc1C,i,-1%,1%,15µM*,?,i,-2%,-3.3,3.4%
Cc1ccc([C@H]2C[C@H](n3cc(C4CC4)nn3)[C@@H](O)CN2C(=O)c2cccs2)cc1,i,.,8%,.,.,i,-2%,0.6,-0.5%
CCOC(=O)C1(C)CCN1C(=O)c1cccc(Cl)c1 (stereo unspecified),i,.,-4%,.,.,i,-17%,-2.4,0.2%
